Screening results (PubChem BioAssay)
TSG101-PTAP inh: qHTS Assay for Iinhibitors of HIV-1 Budding by Blocking the Interaction of PTAP/TSG101; Tumor susceptibility gene 101 protein (Homo sapiens), Q99816; Fluorescence polarization, FITC-PTAP peptide / Tsg101 binding; Potency, µM (series often up to 115 µM), without a hit: at the top dose activity change, negative = inhibition, actives largely listed as inhibitors; 340,000 tested, under 10 active; AID 493005, 2010; active = well fitted inhibition curve with a large enough effect in the main read-out, with a control signal flat, not every such curve was filed as active; inconclusive = small, poorly fitted or top-dose-only effect, or effect the other way, or a change in a side signal; inactive = no such curve, though single readings can be large or run the other way; note: potency is the fitted concentration of half-maximal effect; % of control where 0% means no effect
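FP read-out: FITC-PTAP peptide, 50 nM final, binding Tsg101 binding domain, 10 uM final; 20 min, r.t.; 10 mM HEPES pH 7.5, 0.15 M NaCl, 0.01% Tween 20, 3 mM EDTA, 0.1 mM TCEP.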
Tb PFK inh: qHTS Assay to Find Inhibitors of T. brucei phosphofructokinase. ATP-dependent 6-phosphofructokinase (Trypanosoma brucei brucei), O15648. T. brucei PFK, ADP-Glo luminescence. Potency, µM (top dose mostly 57.5 µM), without a hit: at the highest dose activity, negative = inhibition, most hits filed as inhibitors. 330,000 compounds, 0.17% hits. AID 485367, 2010;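 note: potency is the fitted concentration of half-maximal effect; 0% = uninhibited 1x PFK enzyme wells and -100% = no-enzyme wells; nearly all actives have a fitted effect of over 60% in size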
Target sequence (O15648 whole entry, looked up): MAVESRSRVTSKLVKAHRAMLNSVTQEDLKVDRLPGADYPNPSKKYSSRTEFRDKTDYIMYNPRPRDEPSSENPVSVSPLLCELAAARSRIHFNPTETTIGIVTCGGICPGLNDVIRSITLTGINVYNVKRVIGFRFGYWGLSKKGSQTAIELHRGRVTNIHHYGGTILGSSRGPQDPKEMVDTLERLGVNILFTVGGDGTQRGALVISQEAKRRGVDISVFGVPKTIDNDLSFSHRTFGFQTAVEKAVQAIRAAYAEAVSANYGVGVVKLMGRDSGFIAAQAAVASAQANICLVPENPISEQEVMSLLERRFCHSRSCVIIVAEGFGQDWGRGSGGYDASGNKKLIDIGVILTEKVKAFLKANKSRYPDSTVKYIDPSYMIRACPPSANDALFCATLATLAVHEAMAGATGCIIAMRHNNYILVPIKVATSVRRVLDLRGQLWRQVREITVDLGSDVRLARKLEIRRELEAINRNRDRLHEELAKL
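1.25 nM PFK with 0.5 mM F6P and 0.1 mM ATP in 0.1 M TEA pH 8.0, 5 mM MgCl2, incubated 45 min at room temperature; ADP measured by ADP-Glo luminescence; compounds titrated up to 57 uM.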
uPA surface inh: qHTS for Inhibitors of Cell Surface uPA Generation; cell surface uPA generation assay, qHTS; Potency, µM (doses to about 38.3 µM), inactives show at the top dose activity change, negative = inhibition, most hits filed as inhibitors; 330,000 compounds, 0.31% hits; AID 540303, 2011; active = well fitted inhibition curve with a large enough effect; inconclusive = small, poorly fitted or top-dose-only effect; inactive = no such curve, though single readings can be large or run the other way; tested in mouse RAW 264.7 cells; note: potency is the fitted concentration of half-maximal effect; % is set by controls: 0 for no effect and ±100 for the full control effect; nearly all actives have a fitted effect of over 55% in size
TSHR antag: Antagonists of the Thyroid Stimulating Hormone Receptor: HTS campaign | activity change, negative = inhibition, % at 11.5 µM | 330,000 compounds, 0.2% hits | TSHR-expressing cells, TSH-stimulated cAMP HTRF, 2 h; active compounds read low;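 active = activity change below a set negative limit, meaning inhibition stronger than a set level, cut at about -70% in these data; inconclusive = activity change between two set negative limits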; note: % is set by controls: 0 for no effect and ±100 for the full control effect
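Antagonism was scored as loss of TSH-driven cAMP in TSHR cells, stimulated with 4nM TSH (EC80) for 2 hours at 37 deg C and detected by homogeneous HTRF competition immunoassay.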
Mito fusion act: qHTS Assay for Small Molecule Inhibitors of Mitochondrial Division or Activators of Mitochondrial Fusion | S. cerevisiae fusion-defective mutant growth rescue, CellTiterGlo 48 h | Potency, µM (top dose mostly 46.1 µM), without a hit: top-dose growth rescue (activation), most hits filed as activators | 320,000 compounds, 0.23% hits;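 note: potency is the fitted concentration of half-maximal effect; % of control where 0% means no effect; nearly all actives have a fitted effect of over 45% in size; temperature-sensitive fusion mutants such as fzo1-1 at 37 °C on non-fermentable ethanol glycerol medium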
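S. cerevisiae fusion-defective temperature-sensitive mutants (e.g. fzo1-1, mgm1-5) grown 48 h at 37C in YPEG (ethanol/glycerol non-fermentable) medium with 23 nl compound per well; growth rescue read as CellTiterGlo luminescence.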
USP2a inh: qHTS Assay for Inhibitors of Ubiquitin-specific Protease USP2a Using CHOP2 as the Reporter. Potency, µM (top dose mostly 38.3 µM), inactives show top-dose activity change, negative = inhibition, usual class: inhibitors. AID 463254, 2010. USP2 core, Ub-CHOP2 coupled fluorogenic reporter, 485/531. 330,000 compounds, 0.01% hits. Ubiquitin carboxyl-terminal hydrolase 2 (Homo sapiens), O75604;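 note: potency is the fitted concentration of half-maximal effect; plate controls were DMSO wells for no effect and full inhibition by NEM control for full effect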
Target sequence (O75604 whole entry, looked up): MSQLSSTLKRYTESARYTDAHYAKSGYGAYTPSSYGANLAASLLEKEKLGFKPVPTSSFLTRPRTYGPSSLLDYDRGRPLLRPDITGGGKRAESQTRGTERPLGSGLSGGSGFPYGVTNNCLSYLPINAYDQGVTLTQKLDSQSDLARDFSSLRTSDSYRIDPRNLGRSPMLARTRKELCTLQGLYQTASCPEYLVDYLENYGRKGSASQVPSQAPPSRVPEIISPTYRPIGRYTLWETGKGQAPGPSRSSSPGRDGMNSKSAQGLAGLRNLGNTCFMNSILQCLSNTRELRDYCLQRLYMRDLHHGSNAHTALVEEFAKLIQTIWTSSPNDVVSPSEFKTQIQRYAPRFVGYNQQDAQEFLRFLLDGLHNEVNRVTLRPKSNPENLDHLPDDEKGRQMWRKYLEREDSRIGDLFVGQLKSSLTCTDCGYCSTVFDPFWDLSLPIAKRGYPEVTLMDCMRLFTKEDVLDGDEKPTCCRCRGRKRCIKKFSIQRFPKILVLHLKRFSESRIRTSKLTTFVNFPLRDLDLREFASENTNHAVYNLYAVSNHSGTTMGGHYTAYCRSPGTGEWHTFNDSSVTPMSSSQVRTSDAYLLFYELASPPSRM
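USP2 core (10nM final) preincubated 30min RT with compound in 20mM Tris-HCl pH 8.0, 2mM CaCl2, 2mM beta-mercaptoethanol, 0.05% CHAPS; 25nM Ub-CHOP2 plus 25nM reporter substrate added, fluorescence (Ex485/Em531) read after 60min.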
Chronic BCR inh: qHTS Assay to Find Inhibitors of Chronic Active B-Cell Receptor Signaling. ABC-DLBCL IkBa-CBG/CBR reporter, luminescence ratio, 4 h. Potency, µM (top dose mostly 46.1 µM), inactives show at the highest dose ratio change, negative = lower green/red ratio, usual class: inhibitors. 340,000 compounds, 0.05% hits. AID 493014, 2011; active = well fitted inhibition curve with a large enough effect in the signal ratio, with a control signal flat, not every such curve was filed as active; inconclusive = small, poorly fitted or top-dose-only effect, or effect the other way, or a change in a side signal; the % refers to the signal ratio;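 note: potency is the fitted concentration of half-maximal effect; plate controls were basal doxycycline-induced cells for no effect and cells given 10 µM MG132 for full effect; MG132 reads +100%, hits lower the ratio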
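Doxycycline induced both beetle luciferases in TMD8 lymphoma cells; IKK-driven degradation limits the IkappaBalpha-fused green signal, while red luminescence normalises for cell number and nonspecific effects. Compounds tested up to 46 uM, 4 hrs.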
ELG1 DNA repair: qHTS screen for small molecules that inhibit ELG1-dependent DNA repair in human embryonic kidney (HEK293T) cells expressing luciferase-tagged ELG1; HEK293T ELG1-luciferase reporter, luminescence, 16 h; DNA damage induced by 5-fluorouridine; Potency, µM (titrated, usually from 46.1 µM), inactives show at the highest dose activity change, negative = inhibition, actives largely listed as inhibitors; 330,000 compounds, 2.3% hits; AID 504467, 2011; note: potency is the fitted concentration of half-maximal effect; % is set by controls: 0 for no effect and ±100 for the full control effect; nearly all actives have a fitted effect of over 55% in size
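Luminescence from the luciferase reporter, measured 30 min after ONE-Glo reagent at room temperature, was the read-out. Beforehand, 2,000 cells per well were exposed for 16 hr at 37 °C to 5-fluorouridine together with compound or vehicle.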
Eya2 phos inh: qHTS Assay for Inhibitors of the Phosphatase Activity of Eya2; recombinant Eya2, OMFP fluorescence dephosphorylation (OMFP is methylfluorescein phosphate); Potency, µM (highest dose often 76.9 µM), for the others: at the highest dose activity, negative = inhibition, most hits filed as inhibitors; 330,000 compounds, 0.006% hits; note: potency is the fitted concentration of half-maximal effect; % is set by controls: 0 for no effect and ±100 for the full control effect
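Eya2 protein (added as 0.2 uM solution) was preincubated with compound for 10 min at ambient temperature in 50 mM HEPES pH 7.5, 50 mM NaCl, 5 uM MgCl2, 0.05% BSA, 1 mM DTT. OMFP (added at 50 uM) then reacted 10 min; fluorescence read at 485/525 nm.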
TCR act: Activators of T cell receptors: qHTS campaign; primary human leukocytes, anti-CD3, IL-2 HTRF, 48 h; 330,000 tested, under 10 active; Potency, µM (titrated, usually from 9.22 µM), inactives show top-dose activation of IL-2 secretion, hits mostly activators; note: % of control where 0% means no effect
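Human primary leukocytes + a-CD3 beads + cpd, 48 hr; IL-2 in supernatant by HTRF (ex 320nm / em 665nm). No co-stimulatory signal supplied.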
B2AR arrestin: qHTS assay of beta-arrestin-biased ligands of beta2-adrenergic receptor. Beta-2 adrenergic receptor (Homo sapiens), P07550. beta-arrestin recruitment to beta2AR, cell-based reporter. Potency, µM (series often up to 46.1 µM), without a hit: top-dose activation, usual class: activators. 330,000 compounds, 0.02% hits;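 note: potency is the fitted concentration of half-maximal effect; 0% = DMSO controls and full agonism = EC100 isoproterenol or metaproterenol; nearly all actives have a fitted effect of over 65% in size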
* = called active by the depositor; [ ] = dose if it differs, or a comment. Unless noted, calls come from the whole dose curve; as a rule, active = well fitted curve in the direction sought with a large enough effect; inconclusive = small, poorly fitted or top-dose-only effect, or another doubt; inactive = no such curve, though single readings can be large; an effect the other way counts as inactive or inconclusive.

Results for COc1ccc(CC(=O)Nc2nc(-c3cccnc3)cs2)cc1 ?
TSG101-PTAP inh: 0%; Tb PFK inh: 2%; uPA surface inh: 0%; TSHR antag: 2; Mito fusion act: -3%; USP2a inh: -1%; Chronic BCR inh: 2%; ELG1 DNA repair: 7%; Eya2 phos inh: -2%; TCR act: 1%; B2AR arrestin: -0.2%

What do the screens show for `CCOC(=O)c1nnn(-c2nonc2-n2cccc2)c1-c1cccc([N+](=O)[O-])c1`?
TSG101-PTAP inh: 0%; Tb PFK inh: -7%; uPA surface inh: 6%; TSHR antag: 7; Mito fusion act: -5%; USP2a inh: 1%; Chronic BCR inh: inconclusive; ELG1 DNA repair: -18%; Eya2 phos inh: -1%; B2AR arrestin: -0.6%

How did Cc1cc[n+](CC(=O)N2CCCc3ccccc32)cc1 do in these assays?
TSG101-PTAP inh: -2%; Tb PFK inh: -6%; uPA surface inh: -1%; TSHR antag: 32; Mito fusion act: 4%; USP2a inh: 2%; Chronic BCR inh: -2%; ELG1 DNA repair: -17%; Eya2 phos inh: 6%; TCR act: -3%; B2AR arrestin: 0.4%

What do the screens show for `O=C(Cc1ccccc1)Nc1cc2c(cc1Cl)OCCCO2`?
TSG101-PTAP inh: -7%; Tb PFK inh: -5%; uPA surface inh: 1%; TSHR antag: 0; Mito fusion act: -1%; USP2a inh: 1%; Chronic BCR inh: inconclusive; ELG1 DNA repair: inconclusive; Eya2 phos inh: -1%; TCR act: 3%; B2AR arrestin: 0.5%

What do the screens show for `CCCCCCCn1c(C)nnc1-c1cnn(C)c1N`?
TSG101-PTAP inh: -2%; Tb PFK inh: -1%; uPA surface inh: 0%; TSHR antag: 3; Mito fusion act: -1%; USP2a inh: 3%; Chronic BCR inh: -5%; ELG1 DNA repair: 0%; Eya2 phos inh: -15%; TCR act: -4%; B2AR arrestin: -0.1%

What do the screens show for `CCC(=O)NS(=O)(=O)c1ccc(N=NN2CCCCC2)cc1`?
TSG101-PTAP inh: -3%; Tb PFK inh: -1%; uPA surface inh: -6%; TSHR antag: 4; Mito fusion act: 2%; USP2a inh: 3%; Chronic BCR inh: 6%; ELG1 DNA repair: 12%; Eya2 phos inh: -7%; TCR act: 6%[46.1 µM]; B2AR arrestin: 0.0%

What do the screens show for `CN(CC(=O)Nc1cccc(F)c1)C(=O)c1cc(S(=O)(=O)N2CCCCC2)ccc1N1CCOCC1`?
TSG101-PTAP inh: 0%; Tb PFK inh: 1%; uPA surface inh: -5%; TSHR antag: -5; Mito fusion act: 3%; USP2a inh: -1%; Chronic BCR inh: 0%; ELG1 DNA repair: -2%; Eya2 phos inh: -27%; TCR act: -8%; B2AR arrestin: 0.1%

How did CCNS(=O)(=O)c1ccc(NC(=S)NCC2CCCO2)cc1 (configuration not stated) do in these assays?
TSG101-PTAP inh: -2%; Tb PFK inh: -4%; uPA surface inh: 1%; TSHR antag: 31; Mito fusion act: -7%; USP2a inh: 5%; Chronic BCR inh: 4%; ELG1 DNA repair: -13%; Eya2 phos inh: 3%; TCR act: -2%; B2AR arrestin: 0.1%

What do the screens show for `CN1CCN(c2ccc(C(=O)c3cn(-c4ccc(F)c(Cl)c4)nn3)cc2)CC1`?
TSG101-PTAP inh: -3%; Tb PFK inh: -7%; uPA surface inh: 1%; TSHR antag: 4; Mito fusion act: -8%; USP2a inh: 3%; Chronic BCR inh: 11%; ELG1 DNA repair: 11%; Eya2 phos inh: -1%; TCR act: -4%; B2AR arrestin: 0.2%

Results for CC1CCCC(C(=O)O)N1C(=O)CCS (configuration not stated) ?
TSG101-PTAP inh: 1%; Tb PFK inh: inconclusive; uPA surface inh: 4%; TSHR antag: -4; Mito fusion act: 1%; USP2a inh: 3%; Chronic BCR inh: 5%; ELG1 DNA repair: 0%; Eya2 phos inh: 1%; TCR act: -9%; B2AR arrestin: -0.1%

Results for O=[N+]([O-])c1ccccc1S(=O)(=O)NCCSCc1ccco1 ?
TSG101-PTAP inh: -2%; Tb PFK inh: -14%; uPA surface inh: -2%; TSHR antag: -8; Mito fusion act: 2%; USP2a inh: -2%; Chronic BCR inh: -2%; ELG1 DNA repair: -2%; Eya2 phos inh: 6%; TCR act: 7%; B2AR arrestin: 0.2%

How did COc1ccc(C(=O)NC2CCN(C(=O)Nc3ccc(F)cc3)CC2)cc1 do in these assays?
TSG101-PTAP inh: -4%; Tb PFK inh: -5%; uPA surface inh: -4%; TSHR antag: -5; Mito fusion act: -4%; USP2a inh: 2%; Chronic BCR inh: 3%; ELG1 DNA repair: 19%; Eya2 phos inh: -4%; TCR act: -2%; B2AR arrestin: -1.0%

Results for CCCc1nc(SCC(N)=O)[nH]c(=O)c1CC ?
TSG101-PTAP inh: 0%; Tb PFK inh: 1%; TSHR antag: -11; Mito fusion act: 2%; USP2a inh: inconclusive; Chronic BCR inh: 0%; ELG1 DNA repair: 12%; Eya2 phos inh: 23%; TCR act: 6%; B2AR arrestin: -0.2%

How did CCOc1ccccc1NC(=O)CSc1nnc2c(CC)c(C)nc(N)n12 do in these assays?
TSG101-PTAP inh: -7%; Tb PFK inh: -1%; TSHR antag: 7; Mito fusion act: -5%; USP2a inh: -2%; Chronic BCR inh: 17%; ELG1 DNA repair: -6%; Eya2 phos inh: -9%; TCR act: -3%; B2AR arrestin: -0.3%

How did C/C(=C\c1ccccc1)CN1CCN(c2cccc(Cl)c2)CC1 do in these assays?
TSG101-PTAP inh: -4%; Tb PFK inh: -6%; uPA surface inh: 6%; TSHR antag: -16; Mito fusion act: -2%; USP2a inh: 0%; Chronic BCR inh: 15%; ELG1 DNA repair: 4%; Eya2 phos inh: -1%; TCR act: 1%; B2AR arrestin: -0.3%

What do the screens show for `C=CCN(C(=O)c1csnn1)C(C(=O)NC1CCCCC1)c1ccc(Cl)cc1` (configuration not stated)?
TSG101-PTAP inh: -1%; Tb PFK inh: -1%; uPA surface inh: 2%; TSHR antag: -5; Mito fusion act: -6%; USP2a inh: 2%; Chronic BCR inh: 1%; ELG1 DNA repair: 2%; Eya2 phos inh: 11%; TCR act: -6%; B2AR arrestin: -0.4%

What do the screens show for `CN(CCc1ccccn1)C(=O)c1cccnc1Oc1ccccc1`?
TSG101-PTAP inh: -3%; Tb PFK inh: 0%; uPA surface inh: 5%; TSHR antag: -8; Mito fusion act: -5%; USP2a inh: 0%; Chronic BCR inh: 0%; ELG1 DNA repair: 7%; Eya2 phos inh: -11%; TCR act: 12%; B2AR arrestin: -0.5%

How did COc1cc(/C=C2/C(=O)NN(c3ccc(Cl)cc3)C2=O)cc(OC)c1O do in these assays?
TSG101-PTAP inh: -1%; Tb PFK inh: 3%; uPA surface inh: -5%; TSHR antag: 0; Mito fusion act: -26%; USP2a inh: -9%; Chronic BCR inh: -5%; ELG1 DNA repair: 5%; Eya2 phos inh: 5%; TCR act: -2%; B2AR arrestin: -0.4%

Results for COc1ccccc1C1C=C(c2ccc(Cl)cc2)Nc2nc(NS(C)(=O)=O)nn21 (configuration not stated) ?
Tb PFK inh: -11%; TSHR antag: -2; Mito fusion act: -5%; USP2a inh: 2%; Chronic BCR inh: 9%; ELG1 DNA repair: -3%; Eya2 phos inh: -1%; B2AR arrestin: -0.1%
